Compound activity as filed in PubChem.
Peg3 imprint – qHTS Assay for Compounds that Induce Erasure of Genomic Imprints; 110,000 compounds, 0.02% hits; Potency, µM (titrated, usually from 60.7 µM), inactives show at the highest dose activity change, positive = activation, actives largely listed as activators; mouse ES Peg3-LacZ reporter, beta-gal luminescence, 40 h;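 also: 0% = negative control wells on the plate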
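Readout: BetaGlo luminescence (5 min, room temp) for LacZ from the normally silent maternal Peg3 allele in female Peg3LacZ-Neo ES cells. Cells 300/well, 40 h, 37C, 5% CO2. Data normalized per plate to negative controls.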
p53ts 32C tox – qHTS Screen for Compounds that Selectively Target Cancer Cells with p53 Mutations: Cytotoxicity of p53ts Cells at the Permissive Temperature; H1299-p53A138V at 32C, ATP luminescence viability, 24 h; Potency, µM (titrated, usually from 46.1 µM), for the others: at the highest dose activity change, negative = cytotoxicity, usual class: cytotoxic; 130,000 compounds, 0.93% hits; AID 924, 2007;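 also: 0% = DMSO and -100% = full killing by reference compound; nearly all actives have a fitted effect of over 55% in size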
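Cells: H1299 p53ts (A138V), 600/well, pre-incubated 16–30 h at 37C. Cpd up to 46 uM, 24 h, 32C. Readout: ATPlite luminescence, 20 min RT. Normalization: DMSO vs tamoxifen 100 uM. AC50 by Hill equation.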
p53ts 39C kill – qHTS Screen for Compounds that Selectively Target Cancer Cells with p53 Mutations: Cytotoxicity of p53ts Cells at the Nonpermissive Temperature; H1299-p53A138V viability at 39C, ATP luminescence, 24 h; 130,000 compounds, 1.5% hits; AID 902, 2007; Potency, µM (highest dose often 46.1 µM), inactives show top-dose activity change, negative = cell killing, usual class: cytotoxic; also: nearly all actives have a fitted effect of over 55% in size
IkB sig inh – IkB Signaling | ABC-DLBCL IkBa-CBG/CBR dual luciferase ratio, 4 h; response scale: scaled: untreated 0%, proteasome inhibitor 100% | Potency, µM (titrated, usually from 57.1 µM), for inactives: at the top dose IkBa stabilization activation | 110,000 compounds, 0.04% hits; active = well fitted curve in the direction sought with a large enough effect in the signal ratio, not every such curve was filed as active; inconclusive = small, poorly fitted or top-dose-only effect, or a change in a side signal; the % refers to the signal ratio;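 also: the direction sought is a rising ratio; 0% = basal untreated cells and 100% = reference inhibitor full response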
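Curves were fitted separately to fusion (green), unfused (red) and ratio luminescence, then classed by r2, magnitude and activity. Cells: OCI-Ly3, 4 h compound plus doxycycline at 37C; 10 uM MG-132 defined full response.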
Numbers without * were called inactive; u = inconclusive; x = no result given; [ ] = remark or other dose. Unless noted, calls follow the shape of the dose curve; as a rule, active = well fitted curve in the direction sought with a large enough effect; inconclusive = small, poorly fitted or top-dose-only effect, or another doubt; inactive = no such curve, though single readings can be large; an effect the other way counts as inactive or inconclusive. Unless noted, % is scaled to controls: 0 for no effect and ±100 for the full control effect; potency is read from the fitted curve at half-maximal effect.

smiles,Peg3 imprint,p53ts 32C tox,p53ts 39C kill,IkB sig inh
COc1cc(C(=O)Nc2cc3c(cc2C)n(C)c(=O)c(=O)n3C)cc(OC)c1OC,-2%[10.9 µM],1%,25%,u
COc1ccc(NC(=O)C2CC(=O)N(c3cccc(C)c3C)C2)cc1 (centres undefined),-2%,10%,-6%,0.3%
CN(C)c1ccc(P(=O)(OCc2ccccc2)C(O)c2cccnc2)cc1 (centres undefined),16%,1%,7%,-0.9%
Cc1nn(-c2ccccc2)c2sc(C(=O)Nc3cccc(Cl)c3)cc12,-9%[10.9 µM],-6%,-30%,-0.2%
COC(=O)c1sc(NC(=O)c2ccoc2C)nc1C,1%,6%,-4%,u
CC(C)(Oc1ccc(-c2cccc3ccccc23)cc1)C(=O)O,-4%[10.9 µM],-6%[9.22 µM],4%[9.22 µM],0.7%[11.4 µM]
CCNc1ncc2nc(CCc3ccccc3)c(=O)n(Cc3ccc(F)cc3)c2n1,2%,-12%,3%,-0.3%[11.4 µM]
C=CCn1c(N)c(C(=O)NCC2CCCO2)c2nc3ccccc3nc21 (centres undefined),-4%,19%,-2%,u
CCc1cnc2c(c1SCC(=O)c1ccccc1)c(=O)n(C)c(=O)n2C,-13%[10.9 µM],-3%,23%,u
Cc1ccc(C)n1NC(=O)c1ccccc1Cl,15%,3%,7%,4.0%

smiles,Peg3 imprint,p53ts 32C tox,p53ts 39C kill,IkB sig inh
Cc1ccc(Cl)cc1NC(=O)CN1C(=O)COc2ccc(S(=O)(=O)N3CCOCC3)cc21,20%[10.9 µM],6%,-16%,-1.3%
COc1ccc(CNC(=O)CC(C)CC2=NS(=O)(=O)c3ccccc3N2)cc1 (centres undefined),-7%[10.9 µM],6%,-16%,0.6%
Cc1cc(NC(=O)c2ccc3c(c2)OCCO3)cc(-c2nc3ccccc3o2)c1O,-8%[10.9 µM],-10%,11%,2.3%
COc1ccc(-n2c(Cc3cc(=O)[nH]c(=O)[nH]3)nnc2SCc2ccccc2)cc1,6%,4%,4%,-1.9%
Cc1nnc(NC(=O)Nc2cccc(Cl)c2)s1,x,-10%,0%,2.8%
Cc1nn(C(=O)c2cccnc2)c(C)c1C,-8%,-4%,-7%,0.3%
COC(=O)c1cn(C(=O)OC)c2ccccc12,6%,-2%,5%,1.8%
COc1ccc(C(=O)N2CC(=O)Nc3ccc(F)cc3C2c2ccc(F)cc2)c(OC)c1 (centres undefined),-2%[10.9 µM],19%,0%,0.9%
CCCCn1c(=O)c(C(=O)OCC)c(O)c2ccccc21,-1%,-3%,10%,-0.9%
COc1ccccc1N1CCN(c2ccc(=O)n(CC(=O)NCc3ccc(F)cc3)n2)CC1,u,3%,-22%,-1.1%

smiles,Peg3 imprint,p53ts 32C tox,p53ts 39C kill,IkB sig inh
CCN1CCN(Cc2c(O)ccc3oc(C)c(C(=O)Nc4cccc(Cl)c4C)c23)CC1,6%[10.9 µM],3%,5%,1.0%
O=C(NC1CC(=O)N(c2ccc(F)cc2)C1)C1CCCC1 (centres undefined),u,-6%,-13%,-0.7%
O=C(O)c1ccc(NS(=O)(=O)c2cc(C(=O)O)ccc2Br)cc1,x,5%,5%,x
O=C(NCc1ccccc1Cl)C1CCCN(S(=O)(=O)c2cnc[nH]2)C1 (centres undefined),-1%,-8%,0%,0.6%
CCCN(C(=O)c1cc2c(=O)n(CC)c3ccccc3c2s1)c1ccccc1F,-16%[10.9 µM],37%[activator],18%,u
Cn1nc(C(=O)NCc2ccc(F)cc2)c2c1-c1ccccc1SC2,-9%[10.9 µM],8%,1%,-0.8%
Cc1ccc(/C=N/NC(=O)CSc2nnc(-c3ccccc3)n2-c2ccc(Cl)cc2)o1,x,11%,-13%,x
CCOC(=O)CSc1n[nH]c(-c2ccco2)n1,-6%,2%,-4%,-1.4%
Cc1onc(-c2c(F)cccc2Cl)c1C(=O)Nc1nnc(C2CC2)s1,-10%,-19%,-16%,0.2%
CCCN(CCC)CCCNC(=O)c1sc2nc3n(c(=O)c2c1C)CCC3,-8%[10.9 µM],0%,-1%,0.2%

smiles,Peg3 imprint,p53ts 32C tox,p53ts 39C kill,IkB sig inh
COCCn1c(=O)[nH]c2cc(C(=O)NCC3CCCO3)ccc2c1=O (centres undefined),-13%,2%,1%,0.5%
Cc1ccccc1-c1nc(-n2ccnc2)c2ccccc2n1,-4%,-12%,6%,0.3%[11.4 µM]
CCCCOc1ccc(CN2CCC(O)CC2)cc1,-7%,4%,-24%,-1.3%
CCN(CC)S(=O)(=O)c1ccccc1/C=N\O,-4%,4%,7%,-0.3%
O=C(CN1C(=O)COc2ccccc21)N1CCN(c2ccccc2F)CC1,-10%,3%,2%,1.3%
CC1(C)CC[C@]2(C(=O)O)CC[C@@]3(C)C(=CCC4[C@@]5(C)CCC(O)[C@@](C)(CO)C5CC[C@@]43C)C2C1 (some centres undefined),21%,9%,17%,x
CC1Cn2c(C(=O)NCCc3ccc(Cl)cc3)cc3cccc(c32)S1 (centres undefined),15%[10.9 µM],-3%,-28%,u
Cc1c(-c2ccc(F)cc2)nc(N)c(C#N)c1-c1ccco1,1%,10%,9%,-2.9%
Cc1ccc(S(=O)(=O)NC(C(=O)OCC(=O)NC2CCS(=O)(=O)C2)C(C)C)cc1 (centres undefined),-3%,4%,4%,0.6%
Cc1ccc(NC(=O)CN2C(=O)CSc3ccc(S(=O)(=O)N(C)C)cc32)c(C)c1,-6%[10.9 µM],-3%,-9%,1.6%

A portion of the results above, as a working copy:
smiles,Peg3 imprint,p53ts 32C tox,p53ts 39C kill,IkB sig inh
COCCn1c(=O)[nH]c2cc(C(=O)NCC3CCCO3)ccc2c1=O (centres undefined),-13%,2%,1%,0.5%
Cc1ccccc1-c1nc(-n2ccnc2)c2ccccc2n1,-4%,-12%,6%,0.3%[11.4 µM]
CCCCOc1ccc(CN2CCC(O)CC2)cc1,-7%,4%,-24%,-1.3%
CCN(CC)S(=O)(=O)c1ccccc1/C=N\O,-4%,4%,7%,-0.3%
O=C(CN1C(=O)COc2ccccc21)N1CCN(c2ccccc2F)CC1,-10%,3%,2%,1.3%

(list continues)
smiles,Peg3 imprint,p53ts 32C tox,p53ts 39C kill,IkB sig inh
CCOC(=O)C1CCN(C(=O)c2oc3ccc(S(=O)(=O)N4CCCCCC4)cc3c2C)CC1,5%,-15%,-10%,u
Cc1ccc2onc(CC(=O)N3CCN(c4ccc(Cl)cc4)CC3)c2c1,-9%[10.9 µM],11%,20%,-2.6%
Cc1c(C#N)c2ccccc2n1CC(=O)NCc1ccccc1,x,8%,-17%,x
COc1ccc(-c2ccc(NS(=O)(=O)c3ccc(C(C)=O)cc3)cc2)nn1,-8%[10.9 µM],5%,30%[activator],-0.7%
Cc1c(NC(=O)c2cc(-c3ccccc3)on2)c(=O)n(-c2ccccc2)n1C,-10%,6%,8%,0.7%
Cc1cc(OC(=O)c2c(C)cc(O)cc2O)cc(O)c1C(=O)O,5%,10%,-4%,x
O=C(CC1NC2CCCCC2NC1=O)Nc1cccc(C(F)(F)F)c1 (centres undefined),-11%,2%,3%,3.1%
O=C(CCCN1C(=O)CSc2ncccc21)N1CCN(Cc2ccccc2)CC1,-22%,-3%,4%,-0.7%
CCOc1ccc(C2CC(c3ccc(OC)c(OC)c3)n3nc(N)nc3N2)cc1 (centres undefined),-3%,-12%,-1%,-0.6%
CC(C)c1nc(=S)c2ccccc2[nH]1,-17%,14%,-3%,-9.9%

smiles,Peg3 imprint,p53ts 32C tox,p53ts 39C kill,IkB sig inh
CC(=O)N1CC2(C)CN(C(C)=O)CC(C)(C1)C2=O,-7%,-4%,9%,1.5%
Cc1c(O)c(O)cc2c1oc1c3ccccc3oc(=O)c21,5%,3%,-4%,x
COc1ccc(N=Cc2nc(-c3ccco3)oc2O)cc1,x,-4%,9%,x
O=C(CSc1nc2ccccc2o1)N1CCN(c2ccccc2)CC1,-8%,10%,-9%,2.9%
O=C(COc1ccc(S(=O)(=O)NCc2ccccc2)cc1)N1CCOCC1,x,4%,9%,x
CCc1cc2c(=O)c(Oc3ccccc3)c(C)oc2cc1O,-20%,1%,2%,0.3%
COc1cccc(-c2nnc(SCC(=O)Nc3ccc(OC)c(OC)c3)n2N)c1,0%,1%,1%,1.7%
C=CCOC(=O)C(C(C)=O)C(NC(=O)OC)c1ccccc1 (centres undefined),x,10%[9.22 µM],-5%[9.22 µM],x
O=CN[C@@H](Cc1cnc[nH]1)C(=O)O,15%[10.9 µM],2%[9.22 µM],9%[9.22 µM],0.0%[11.4 µM]
Cc1cccn2c3c(c(=O)nc12)C(c1cccc(F)c1)CC(=O)N3 (centres undefined),-2%[10.9 µM],8%,17%,1.2%

smiles,Peg3 imprint,p53ts 32C tox,p53ts 39C kill,IkB sig inh
O=C(NC1CCCCC1)N1CCC(c2nc(-c3ccc(S(=O)(=O)N4CCCC4)cc3)no2)CC1,-13%,10%,-11%,1.3%
Cc1ccc2cc(CCNC(=O)C(C)(C)C)c(=O)[nH]c2c1,-11%,23%,4%,-3.1%
COC(=O)c1cnc(NCc2ccc(F)cc2)c2ccccc12,-5%[10.9 µM],1%,-3%,u
COC(=O)c1ccccc1NC(=O)c1ccc2c(c1)C(=O)N(Cc1ccco1)C2=O,-9%,2%,-2%,1.0%
O=C(c1ccncc1)N1CCC[C@@]2(CCN(c3ccncc3)C2)C1,x,-9%,-3%,3.1%[11.4 µM]
CC1CCN(C(=O)CSc2nnc(CN3CCOCC3)n2-c2ccccc2)CC1,-3%,6%,6%,-0.8%
CCSC1=C(C#N)C2(CCCC2)C(C#N)=C(N)N1,-6%,-9%,-17%,u
O=S(=O)(c1ccccc1)N1CCN(c2cc(-c3ccccc3)nc3ncnn23)CC1,-12%,-13%,-20%,u
COc1ccc(CC(=O)Nc2sc3c(c2C(=O)Nc2ccc(C)cc2)CCCCC3)cc1,-2%[10.9 µM],6%,27%,13%
Cc1ccc2c(c1)N(CCCC(=O)NCc1cccnc1)C(=O)CO2,22%,-1%,8%,1.8%

smiles,Peg3 imprint,p53ts 32C tox,p53ts 39C kill,IkB sig inh
Cc1cc(=O)oc2cc(OCC(=O)OCC(=O)NCc3ccc4c(c3)OCO4)ccc12,-2%,0%,3%,1.4%
c1ccc(CN2CCN(c3ncnc4nc[nH]c34)CC2)cc1,-12%,-6%,10%,-0.9%
CC(=O)C1=C(C)Nc2cc(C(F)(F)F)ccc2S1,-9%,-2%,-4%,-3.3%
O=C(NCCOc1ccc(Cl)cc1)C1CC(=O)N(c2ccc(F)cc2)C1 (centres undefined),-14%,-5%,1%,u
Cn1cccc1C(=O)Nc1nccs1,-79%[inhibitor],0%,-7%,u
CCOc1ccc(NC(=O)c2cnsn2)cc1,-60%[inhibitor],u,u,13%
CCOC(=O)c1cn(CC)c2ccc(Br)cc2c1=O,-4%,1%,5%,-0.7%
Cc1ccc2c(nc3s/c(=C/c4cccs4)c(=O)n32)c1C,3%,-15%,-8%,u
Cn1c(=O)c2[nH]c(COCc3nc4c([nH]3)c(=O)n(C)c(=O)n4C)nc2n(C)c1=O,4%[10.9 µM],6%[9.22 µM],14%[9.22 µM],1.8%[11.4 µM]
O=C(CN(Cc1ccco1)C(=O)CNS(=O)(=O)c1ccccc1)NCc1ccc(F)cc1,0%,-5%,-24%,3.6%

smiles,Peg3 imprint,p53ts 32C tox,p53ts 39C kill,IkB sig inh
COc1ccc(NC(=O)C2(N(CC(C)C)C(=O)Cn3nnnc3N)CCCCC2)cc1,-5%,3%,-3%,-0.3%
CCc1ccccc1N1CC(c2nc3ccccc3n2CCCCOc2ccccc2)CC1=O (centres undefined),-10%[10.9 µM],u,u,u
CCOC(=O)CCCOC(=O)c1ccc(S(=O)(=O)N(C)C)cc1,-6%,4%,-13%,0.0%
Cc1c(Cl)cccc1Nc1nc2ccc(C(=O)c3ccccc3)cc2n2cnnc12,-5%[10.9 µM],-5%,-5%,0.7%
N#CCSc1nc2c(c(C3CC=CCC3)c1C#N)CCC2 (centres undefined),x,-16%,0%,u

Hits appear at their usual frequency; about 1.8% have a hit in one of these screens.
